From PubChem BioAssay
RmlCD inh 1536: M. tuberculosis RmlC/RmlD coupled enzyme inhibitors, primary screen, biochemical, compound mixtures, 384-well, from 1536-well plates. dTDP-4-dehydrorhamnose reductase (Mycobacterium tuberculosis (strain ATCC 25618 / H37Rv)) …. RmlC+RmlD coupled enzyme assay, percent inhibition; primary screen in compound mixtures. inhibition, % at 3.6 µM. 160,000 tested, 0.03% active. AID 1533, 2009; in the data active = inhibition mostly above about 34%, no sharp cut-off; also: some results filed as inactive read as strong as hits
Target sequence (P9WH09 whole entry, looked up): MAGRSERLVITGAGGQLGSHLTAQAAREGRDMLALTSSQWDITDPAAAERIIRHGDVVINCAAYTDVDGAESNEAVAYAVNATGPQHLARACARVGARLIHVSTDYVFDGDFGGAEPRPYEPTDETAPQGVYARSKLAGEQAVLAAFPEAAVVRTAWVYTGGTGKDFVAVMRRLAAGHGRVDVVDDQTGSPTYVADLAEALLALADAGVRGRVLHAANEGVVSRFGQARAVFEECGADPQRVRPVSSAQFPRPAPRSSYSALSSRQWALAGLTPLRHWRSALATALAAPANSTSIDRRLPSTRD
Target sequence (P9WH11 whole entry, looked up): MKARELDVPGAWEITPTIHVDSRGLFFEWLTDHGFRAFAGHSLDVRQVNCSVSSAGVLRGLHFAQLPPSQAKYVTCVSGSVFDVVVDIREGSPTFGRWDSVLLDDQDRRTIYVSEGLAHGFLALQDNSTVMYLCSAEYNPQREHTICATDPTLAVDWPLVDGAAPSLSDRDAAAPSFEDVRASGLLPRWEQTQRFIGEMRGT
GlmU inhibition: inhibition of mycobacterial GlmU enzyme – biochemical, glucosamine-1-phosphate acetyltransferase (AID 1376); 220,000 tested, 0.25% active; M. tuberculosis GlmU acetyltransferase enzyme assay; higher % means a stronger effect; Bifunctional protein GlmU (Mycobacterium tuberculosis (strain ATCC 25618 / H37Rv)); one-dose inhibition, %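 (tested at 30 µM in the primary screen)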; IC50 in µM for titrated hits; in the data active = inhibition above about 13%;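 also: 0% = complete reaction with vehicle and 100% = reaction without substrate; strong numbers were not always called active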
* hit, by the source's call; · = no result given. The list is partial; the hit share may differ from the screen's.

SMILES | RmlCD inh 1536 | GlmU inhibition
O=C(NCc1ccc(Cl)cc1)c1ccc(COCC(F)(F)F)o1 | · | 0.0%
CCOc1cc(/C=C(/C#N)c2nc3ccccc3[nH]2)ccc1Oc1ccc([N+](=O)[O-])cn1 | 3 | 6.4%
O=C(N/N=C/C(c1ccccc1)c1ccccc1)c1ccccc1F | · | -7.2%
CS(=O)(=O)N(Cc1ccc(C(=O)N2CCc3ccccc3C2)cc1)c1ccccc1 | 4 | -4.1%
Cc1cc(C)c2nc(SC(C)C#N)cc(C)c2c1 (centres undefined) | · | 0.5%
CC1=NN(c2ccc(Cl)c(C(=O)O)c2)C(=O)/C1=C\c1ccc(-c2ccc(C(=O)O)cc2)o1 | -5 | 94µM*
CCOc1cccc(/C(O)=C2/C(=O)C(=O)N(CCN3CCOCC3)C2c2ccncc2)c1 (centres undefined) | -1 | 7.1%
CC1(C)CC(=O)C2=C(C1)Nc1ccccc1NC2c1cccs1 (centres undefined) | 11 | 2.9%
C/C(O)=C\c1nc(=O)c2c(C)cc(C)nc2n1-c1ccccc1 | 3 | 3.8%
CC1CC(C)(C)N2C(=O)C3(Nc4ccccc4S3)c3cccc1c32 (centres undefined) | 2 | 0.8%
CCc1ccc(Nc2nnc(SCC(=O)Nc3ccc(C(=O)O)cc3)s2)cc1 | -10 | 2.5%
CCOC(=O)CSCC(NC(=O)OC(C)(C)C)C(=O)OCC (centres undefined) | 27 | 0.0%
O=C(Nc1cccc(O)c1)c1cnn2cccnc12 | · | -2.1%
COc1ccc(S(=O)(=O)N2CCCC(C(=O)NCc3ccc4c(c3)OCO4)C2)cc1 (centres undefined) | 3 | 0.1%
O=C(CBr)N1CCc2ccccc2C(c2ccccc2)C1 (centres undefined) | -11 | -5.8%
COc1ccc2cc3cc(C(=O)NCCCN4CCc5ccccc5C4)sc3nc2c1 | -18 | -13%
CC(C)Cn1c(-c2cccs2)nc2ccccc21 | 33 | 1.5%
N=C1/C(=C\c2coc3ccc(O)cc3c2=O)C(=O)N=C2SC=CN12 | 5 | 12%
C=CCNC(=O)c1c(Cl)cnn1-c1ccc(C)cc1 | 12 | -1.6%
CC(C)(NC(=O)N1CCOCC1)c1cccc(C(C)(C)NC(=O)N2CCOCC2)c1 | · | -2.0%

SMILES | RmlCD inh 1536 | GlmU inhibition
COc1ccc2c(c1)N(C)/C(=C1/SC(=NCc3ccccc3)N(c3ccccc3)C1=O)S2 | · | -1.6%
COc1ccc(-c2nnc(SCC(=O)N3CCCC3)o2)cc1OC | · | -0.1%
CC(C)C(=O)Nc1ccnc(-c2cccnc2)n1 | -8 | -5.6%
COc1cc2nc(CN(C)Cc3nc4ccccc4c(=O)[nH]3)[nH]c(=O)c2cc1OC | · | 1.1%
Cc1cc2ccccc2c(=O)n1CC(=O)NCC(=O)N1CCCC1 | 7 | 1.1%
O=C(NC1CCCCCC1)c1cccc(N2CCCC2=O)c1 | -12 | -3.6%
O=C(OCc1nnc(-c2ccccc2)o1)C1CCN(S(=O)(=O)c2cccs2)CC1 | · | 0.9%
CC1=C(C(=O)OCc2ccccc2)C(c2cccc([N+](=O)[O-])c2)NC(=O)N1CCCCCC(=O)O (centres undefined) | · | 2.4%
O=C(c1ccco1)N1CCN=C1SCc1c(F)cccc1Cl | · | 3.9%
Oc1ccc(C=Nc2cccc3ncccc23)c(O)c1 | 6 | -0.4%
Cc1ccc2cc(CCNC(=O)CC(C)C)c(=O)[nH]c2c1 | 9 | 1.5%
O=C(CSc1nnc(NCc2ccccc2)s1)c1ccco1 | · | 2.2%
C=CCn1c(COc2ccccc2)nnc1SCC(=O)Nc1ccc(S(N)(=O)=O)cc1 | 8 | 0.4%
COc1ccc(OC)c(/C=C2/Sc3ccccc3C2=O)c1 | -6 | -7.9%
CC(C)C[C@H](NC(=O)c1nc[nH]c1C(=O)N1CCN(C(=O)OC(C)(C)C)CC1)C(=O)OC(C)(C)C | · | 2.8%
COc1ccc(/C=C(\NC(=O)c2ccc(OCC(C)C)cc2)C(=O)OCc2ccco2)cc1 | 21 | -5.6%
CCOC(=O)c1ccc(N2C(=O)c3n[nH]c(C)c3C2c2cccnc2)cc1 (centres undefined) | 42 | 2.8%
O=C(/C=C/c1ccccc1)NCC(=O)N/N=C/c1ccccc1[N+](=O)[O-] | 44 | -2.2%
O=C(O)CCc1ccc(-c2cccs2)n1NC(=O)c1cccs1 | -10 | 5.1%
COc1cccc(C(=O)NCc2nnc(SCC(=O)Nc3nccs3)n2-c2cccc(C)c2)c1 | · | -0.2%

SMILES | RmlCD inh 1536 | GlmU inhibition
COc1ccc(N(Cc2cc3cc(OC)ccc3[nH]c2=O)C(=O)c2cccnc2)cc1 | 11 | 0.2%
COc1ccc2nc(SCC(=O)N3CCCCCC3)c(C#N)cc2c1 | 7 | 0.3%
CCN(CCNC(=O)c1ccc2nc(-c3ccccc3NC(C)=O)c(=O)[nH]c2c1)c1ccccc1 | · | 6.8%
Cc1ccn2cc(CCNS(=O)(=O)c3ccc4c(c3)OCCO4)nc2c1 | 3 | 5.4%
CCOc1ccc(C2C(C#N)=C(N)Oc3c2c(=O)oc2ccccc32)cc1 (centres undefined) | 10 | 3.1%
Cc1ccc(S(=O)(=O)N(C)Cc2ccc(-c3nnc4n3CCC4)cc2)cc1 | · | -0.5%
CC(CC(=O)Nc1ncc([N+](=O)[O-])s1)c1ccccc1 (centres undefined) | 12 | 7.6%
CCOc1cc(CNc2ccc(S(N)(=O)=O)cc2)ccc1OCC(=O)NC(C)(C)C | · | 1.6%
COc1ccccc1CNC(=O)CSc1ccc(Br)cc1 | 10 | 0.4%
Cc1ccccc1NC(=O)OCc1cn(-c2ccc(Cl)cc2)nn1 | 2 | 5.0%
CCCCc1ccc(NC2=NCC(=O)N2CCc2ccccc2)cc1 | -3 | 0.1%
CCN1C(=O)/C(=C/C=C2/SCCN2C)SC1=S | 1 | 3.0%
O=C(/C=C/c1ccco1)Nc1cc(Cl)ccc1C(=O)O | -13 | 13%*
CCOC(=O)C1=C(C)N=C2SCCC(=O)N2C1c1cccs1 (centres undefined) | -10 | -6.3%
COc1ccc(NC(C#N)c2ccc(OC)cc2)cc1 (centres undefined) | -4 | 3.2%
O=C(O)c1ccc(CSc2nnc(-c3ccco3)n2-c2ccccc2)cc1 | 1 | -2.5%
O=C1CCCc2c1[nH]c1ccccc21 | · | 5.8%
Cc1ccc(-c2csc(N=C(N)N)n2)cc1 | -13 | -3.5%
Cn1c(SCC(=O)Nc2cccc3ccccc23)nc(O)cc1=O | -8 | 5.8%
O=C1CC(c2ccc(S(=O)(=O)NCCOc3ccccc3)cc2)CN1 (centres undefined) | 9 | 1.9%

4 entries from above, with each value named.
CCN(CCNC(=O)c1ccc2nc(-c3ccccc3NC(C)=O)c(=O)[nH]c2c1)c1ccccc1
- RmlCD inh 1536: ·
- GlmU inhibition: 6.8%
Cc1ccn2cc(CCNS(=O)(=O)c3ccc4c(c3)OCCO4)nc2c1
- RmlCD inh 1536: 3
- GlmU inhibition: 5.4%
CCOc1ccc(C2C(C#N)=C(N)Oc3c2c(=O)oc2ccccc32)cc1 (centres undefined)
- RmlCD inh 1536: 10
- GlmU inhibition: 3.1%
Cc1ccc(S(=O)(=O)N(C)Cc2ccc(-c3nnc4n3CCC4)cc2)cc1
- RmlCD inh 1536: ·
- GlmU inhibition: -0.5%

(more compounds)
SMILES | RmlCD inh 1536 | GlmU inhibition
Nc1c(NCc2ccccc2F)c(=O)[nH]c(=O)n1Cc1ccccc1 | 11 | -1.1%
CC(C)(C)c1[nH]nc2c1C(c1ccncc1)C(C#N)=C(N)O2 (centres undefined) | -8 | -0.2%
O=C(CSc1nnc(SCc2ccccc2)s1)N/N=C/c1c(Cl)cccc1Cl | 5 | -4.6%
Cc1ccc(NC(=O)CC2S/C(=N/N=C/C=C/c3ccccc3)NC2=O)cc1Cl (centres undefined) | 29 | 0.1%
Cn1c(/N=C/c2c(O)ccc3ccccc23)nc2ccccc21 | -18 | 3.2%
CCOC(=O)Cn1c(=O)sc2ccccc21 | 3 | 2.3%
Cc1ccc(N2C(=O)C3N=NN(CC(=O)N4N=C(c5cccc6ccccc56)CC4c4ccccc4)C3C2=O)cc1 (centres undefined) | · | 1.8%
O=C(CNC(=O)C1CCCCC1)Nc1ccccc1 | -13 | 5.4%
OC(COC(c1ccccc1)c1ccccc1)CN1CCCCC1 (centres undefined) | · | 0.7%
O=C(/C=C/c1ccc2c(c1)OCO2)NCCCN1CCOCC1 | -8 | 1.0%
COc1ccccc1NS(=O)(=O)c1cc(C(=O)N2CC(C)CC(C)C2)ccc1C (centres undefined) | 0 | 4.3%
CC1=C(C)CC(C(=O)NC(C)CCc2ccccc2)C(C(=O)O)C1 (centres undefined) | 9 | -7.7%
O=C(NCc1ccccc1)C(C(=O)c1ccc(F)cc1)n1ccccc1=O (centres undefined) | 9 | 1.2%
COc1ccc(C(=O)Cc2cc(OC)c(OC)cc2[N+](=O)[O-])cc1 | -5 | 1.1%
COc1ccccc1NC(=O)C12CC3CC(C1)CC(c1ccc(C)cc1)(C3)C2 | · | 4.0%
CC12CCC(C(=O)NC(c3ccccc3)c3ccccc3)(OC1=O)C2(C)C (centres undefined) | · | 13%*
COc1ccc(C(=O)NCc2ccc(C)cc2)cc1S(=O)(=O)N1CCCc2ccccc21 | 7 | -0.3%
CCOc1ccccc1CNc1nc2nc3c(c(=O)n2[nH]1)CCC3 | 3 | -0.2%
Cc1ccccc1Cn1nnc2c1C(=O)c1ccccc1C2=O | · | 4.2%
O=C(c1ccc(COCC(F)(F)F)cc1)N1CCN(c2ccccn2)CC1 | -11 | 1.6%

SMILES | RmlCD inh 1536 | GlmU inhibition
OCC1(CCOc2ccccc2)CCN(Cc2cn[nH]c2-c2ccccc2)CC1 | 9 | 4.9%
Cc1ccc(CNC(=O)COC(=O)CSc2ccc(Br)cc2C)cc1 | -5 | 3.3%
O=C(O)c1cn(-c2ccc(N3CCCC3)c(F)c2)c2c(F)c(F)c(F)cc2c1=O | · | -1.7%
Cc1ccc(NC(=O)C2SC(=Nc3ccccc3)C(C(=O)Nc3ccc(Cl)cc3)=C2N)cc1 (centres undefined) | · | -6.2%
CCn1c(=O)cc(SCC(=O)N2CCCCC2)c2ccccc21 | · | -0.2%
Cc1cc(C(=O)Nn2c(C)nc3ccccc3c2=O)ccc1[N+](=O)[O-] | · | 3.4%
Cc1cc(=O)oc(C)c1C(=O)NCc1ccccn1 | 6 | -0.1%
COc1ccc(-c2coc3cc(O)ccc3c2=O)cc1O | -19 | -1.2%
O=C1CC(=C2c3ccccc3-c3ccccc32)C(=O)N1CCCCN1CCN(c2ccccc2)CC1 | · | -0.1%
O=[N+]([O-])c1ccc(Cl)cc1Sc1nc2ccccc2o1 | · | 0.9%
Cc1cc(C)n(-c2ccc(C(=O)OCC(=O)Nc3ccc(S(=O)(=O)N4CCCCC4)cc3)cc2)n1 | · | 0.2%
CC(C)(C)c1c(Cl)c(O)c(-c2ccccc2)c(=O)n1-c1ccccc1 | · | 3.4%
O=C(c1ccccc1)N1CCC(O)(c2cccnc2)CC1 | 4 | ·
N=c1sccn1CC(=O)NCc1ccc(Cl)cc1Cl | · | -4.6%
CCOC(=O)c1sc2nc(C)nc(Nc3ccc(OC)cc3)c2c1C | 5 | -6.9%
C/C(=N\NC(=O)c1ccccc1O)c1cccs1 | 4 | 1.4%
COc1ccccc1Nc1nccc(N(C)C)c1C#N | 3 | -3.1%
Cc1nc2scc(-c3ccc(C(C)C)cc3)c2c(=O)n1N | -10 | 0.1%
O=C(NC(=S)Nc1ccccc1N1CCCCC1)c1cccs1 | 8 | 0.4%
Cc1cc(C)c(NC(=O)Cn2c(=O)n(Cc3ccco3)c(=O)c3ccccc32)c(C)c1 | 5 | -6.9%

Full records as entered above. Order of screens: RmlCD inh 1536 | GlmU inhibition
Shown for `Cc1cc(C)n(-c2ccc(C(=O)OCC(=O)Nc3ccc(S(=O)(=O)N4CCCCC4)cc3)cc2)n1` → · | 0.2%
Shown for `N=C1/C(=C\c2coc3ccc(O)cc3c2=O)C(=O)N=C2SC=CN12` → 5 | 12%
Shown for `COc1ccccc1NS(=O)(=O)c1cc(C(=O)N2CC(C)CC(C)C2)ccc1C` (centres undefined) → 0 | 4.3%
Shown for `CC(C)C[C@H](NC(=O)c1nc[nH]c1C(=O)N1CCN(C(=O)OC(C)(C)C)CC1)C(=O)OC(C)(C)C` → · | 2.8%
Shown for `CCOc1cc(/C=C(/C#N)c2nc3ccccc3[nH]2)ccc1Oc1ccc([N+](=O)[O-])cn1` → 3 | 6.4%

Next part.
SMILES | RmlCD inh 1536 | GlmU inhibition
O=C(Cn1ccc([N+](=O)[O-])n1)Nc1nc2ccccc2s1 | 12 | -0.4%
COc1ccccc1NC(=S)NC1CCCCC1 | 20 | 1.2%
OC(Cn1c2ccccc2c2ccccc21)C[n+]1cccc2ccccc21 (centres undefined) | -11 | 6.6%
CC(=O)c1ccc(NC(=O)c2cc(Cl)nc3ccccc23)cc1 | 2 | -6.4%
CCOc1ccc(CCNC(=O)c2ccc(N3CCCC3=O)cc2)cc1OCC | 4 | -0.9%
Oc1[nH]c2ccccc2c1C1=NCCCC1 | · | -2.9%
Cc1c(NC(=O)COC(=O)c2cc(-c3ccc(-c4ccccc4)cc3)nc3ccccc23)c(=O)n(-c2ccccc2)n1C | -8 | 2.4%
CCOC(=O)N1CCC(NCCNC(=O)c2ccco2)CC1 | 4 | 3.4%
COc1cc(C(=O)NCC(=O)OC(C)C(=O)Nc2ncc(Cl)cc2Cl)cc(OC)c1OC (centres undefined) | -1 | 6.9%
CCOC(=O)c1c(C)[nH]c(C(=O)N/N=C\c2ccccc2Cl)c1C | 10 | 0.7%
CCN(CC)CCCNc1ncnc2ccccc12 | 7 | -0.1%
COc1ccc(C(=O)Cc2ccc(OC)c(OC)c2)c(OC)c1 | · | 14%*
